From PubChem BioAssay
MEKK2 mut-MEK5 – signal of MEK5 binding to mutant human MEKK2 PB1 domain. bead flow cytometry, Alexa488-MEK5 binding to MEKK2 mutant. percent response, % at 10 µM. 0.35% of 290,000 active. AID 1530; in the data active means percent response above about 24%, passing the limit was not always enough; further: inactives centre near 1; some results filed as inactive read as strong as hits; reference of the scale not given here
MEKK2 WT-MEK5 – raises or lowers MEK5 binding to wildtype human MEKK2 PB1 domain; Q9Y2U5; binding response (% of control), % at 10 µM; bead flow cytometry, Alexa488-MEK5 binding to MEKK2 WT; actives lie on both sides; 1.1% of 290,000 active; in the data active means binding response below about 67% or above about 130%
PfM18AAP inh – blocks P. falciparum M18 aspartyl aminopeptidase | 1.2% of 290,000 active | inhibition, % at 7.35 µM | recombinant PfM18AAP, H-Glu-NHMec fluorogenic cleavage | AID 1822;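 active means inhibition above the campaign mean inhibition over all tested compounds plus 3 SD, cut at about 28% in these data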;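 further: 0% = plate median of test compound wells and 100% = 2 mM ZnCl2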
MEKK3 PB1 HTS – raises or lowers MEK5 binding to the human MEKK3 PB1 domain; Q99759; bead-based flow cytometry, Alexa488-MEK5 binding to MEKK3; actives lie on both sides; 0 = blocked by unlabeled MEK5, 100 = vehicle; binding response (% of control), % at 10 µM; 1.4% of 290,000 active;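 active means binding response more than 3 SD above or below the average of its plate-row segment, actives on both sides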;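 further: Alexa488 bead fluorescence after subtracting the streptavidin-only scavenger bead signal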
Target sequence (Q99759 whole entry, looked up, the tested form may be a part): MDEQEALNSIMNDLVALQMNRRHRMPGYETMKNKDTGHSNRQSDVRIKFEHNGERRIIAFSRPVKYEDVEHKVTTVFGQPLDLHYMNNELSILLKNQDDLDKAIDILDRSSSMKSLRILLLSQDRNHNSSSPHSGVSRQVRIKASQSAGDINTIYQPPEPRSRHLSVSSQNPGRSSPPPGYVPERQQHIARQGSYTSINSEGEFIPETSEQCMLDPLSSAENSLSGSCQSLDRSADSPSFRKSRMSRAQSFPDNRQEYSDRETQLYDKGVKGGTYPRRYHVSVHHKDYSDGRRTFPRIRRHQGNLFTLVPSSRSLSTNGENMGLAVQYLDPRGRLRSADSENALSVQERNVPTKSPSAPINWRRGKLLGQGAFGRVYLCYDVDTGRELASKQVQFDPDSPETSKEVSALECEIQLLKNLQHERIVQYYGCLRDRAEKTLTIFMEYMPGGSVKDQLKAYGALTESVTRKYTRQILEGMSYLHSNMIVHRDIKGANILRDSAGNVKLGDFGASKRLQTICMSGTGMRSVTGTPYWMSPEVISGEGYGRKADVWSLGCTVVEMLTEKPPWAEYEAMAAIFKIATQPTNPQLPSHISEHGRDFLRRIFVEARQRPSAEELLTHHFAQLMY
NALP1 inh – NALP1 inhibition; S. cerevisiae NALP1/ASC/caspase-1 growth, X-gal OD620, 72 h; inhibition, % at 10 µM; 0.61% of 280,000 active; AID 2071; in the data active means inhibition mostly above about 24%, no sharp cut-off; inactive means mostly below about 32%; further: some compounds called inactive have numbers as strong as hits
SUMO HTRF inh – blocks human SUMOylation mediated by UBC9 | HTRF SUMOylation assay, SAE1/SAE2 + UBC9, in vitro | inhibition, % at 35 µM | 0.36% of 290,000 active | AID 2006; in the data active means inhibition above about 50%, passing the limit was not always enough; further: strong numbers were not always called active
Target sequence (P63279 whole entry, looked up): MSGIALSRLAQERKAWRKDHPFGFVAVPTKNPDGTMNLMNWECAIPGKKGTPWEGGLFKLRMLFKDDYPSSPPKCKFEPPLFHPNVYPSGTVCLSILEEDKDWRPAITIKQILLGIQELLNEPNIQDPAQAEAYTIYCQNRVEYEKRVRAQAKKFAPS
IDE cell inh – cellular human IDE inhibition; HEK cells, FAbetaB cleavage, fluorescence polarization; inhibition, % at 5.59 µM; 0.41% of 320,000 active; AID 434962;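 active means percent inhibition above the average of all tested compounds plus 3 SD, set per screening campaign, cut at about 16% in these data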;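 further: IDE supplied by intact live HEK cells; FP after avidin binding of uncleaved biotin substrate so inhibition keeps polarization high; 0% = DMSO wells and 100% = 60 µM reference IDE inhibitor Ii1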
p-CIP stab down – lowers stability of the mouse p/CIP coactivator protein; 0.01% of 290,000 active; F442A p/CIP-EGFP cells, EGFP fluorescence, 16 h; AID 1984; decrease of EGFP signal, % at 10 µM; Q05BA5;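 active means EGFP signal decrease of at least 30% at 10 µM or well 3 SD below plate mean, unless failing retest; inactive means the rest, including hits failing retest or dose response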; further: some compounds called inactive have numbers as strong as hits; many of its hits are not listed in these tables
IDE act – IDE (human) activation, cell-based | P14735 | HEK cells, FAbeta-B cleavage, fluorescence polarization; 0% vehicle, 100% cell-free pure enzyme wells | activation, % at 5.96 µM | 0.073% of 340,000 active;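 active means activation above the mean of all tested compounds plus 3 SD, set per screening campaign, cut at about 17% in these data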
Active calls of the source: *; [ ] = remark or other dose.

Screening CC1=CC(C)(C)N(C(=O)c2ccccc2)c2ccccc21 returned MEKK2 mut-MEK5 -1, MEKK2 WT-MEK5 97, PfM18AAP inh -2, MEKK3 PB1 HTS 103, NALP1 inh -1, SUMO HTRF inh 17, IDE cell inh -5, p-CIP stab down -12 and IDE act 4.
`COc1ccc(-n2c(COc3ccc(C)cc3)nnc2SCc2ccc(C#N)cc2)cc1` gave MEKK2 mut-MEK5 2, MEKK2 WT-MEK5 101, PfM18AAP inh 6, MEKK3 PB1 HTS 102, NALP1 inh 16, SUMO HTRF inh -6, IDE cell inh 1, p-CIP stab down 13 and IDE act -1.
`CCn1c(=O)cc(SCC(=O)NCc2ccco2)c2ccccc21` gave MEKK2 mut-MEK5 5, MEKK2 WT-MEK5 104, PfM18AAP inh -1, MEKK3 PB1 HTS 108, NALP1 inh -3, SUMO HTRF inh -9, IDE cell inh -1, p-CIP stab down -10 and IDE act 0.
Screening Cc1csc(NC(=O)c2ccc(C)c(S(=O)(=O)N3CCCCC3)c2)n1 returned MEKK2 mut-MEK5 3, MEKK2 WT-MEK5 106, PfM18AAP inh 2, MEKK3 PB1 HTS 109, NALP1 inh 6, SUMO HTRF inh 13, IDE cell inh 6, p-CIP stab down 1 and IDE act -2.
Screening O=C(CCCn1c(=O)c2cccn2c2cccnc21)NCCc1ccc(Cl)cc1 returned MEKK2 mut-MEK5 2, MEKK2 WT-MEK5 101, PfM18AAP inh 3, MEKK3 PB1 HTS 103, NALP1 inh 1, SUMO HTRF inh 11, IDE cell inh 0, p-CIP stab down -10 and IDE act -1.
`CN(C)c1ccc(/C=C(\NC(=O)c2ccccc2)C(=O)NCCCN2CCOCC2)cc1` gave MEKK2 mut-MEK5 6, MEKK2 WT-MEK5 110, PfM18AAP inh 10, MEKK3 PB1 HTS 107, NALP1 inh 12, SUMO HTRF inh -4, IDE cell inh -1, p-CIP stab down 1 and IDE act 4.
Screening C=CCN1C(=O)C(Cc2cccc(Cl)c2)SC1=Nc1ccc(C(=O)O)cc1 (stereo not given) returned MEKK2 mut-MEK5 -3, MEKK2 WT-MEK5 95, PfM18AAP inh 6, MEKK3 PB1 HTS 101, NALP1 inh 6, SUMO HTRF inh -7, IDE cell inh 1, p-CIP stab down 3 and IDE act 1.
FC(F)(F)c1ccccc1-n1c(CN2CCCCC2)n[nH]c1=S was read as MEKK2 mut-MEK5 -19, MEKK2 WT-MEK5 85, PfM18AAP inh 12, MEKK3 PB1 HTS 90, SUMO HTRF inh -22, IDE cell inh -1, p-CIP stab down -3 and IDE act -4.
Fc1ccc(C2=Nn3c(nnc3-c3ccco3)SC2)cc1 was read as MEKK2 mut-MEK5 -3, MEKK2 WT-MEK5 99, PfM18AAP inh 0, MEKK3 PB1 HTS 96, NALP1 inh -5, SUMO HTRF inh 7, IDE cell inh 3, p-CIP stab down -4 and IDE act 6.
CCOC(=O)c1sc(/N=C/C2=C(O)CC(C)(C)CC2=O)c(C(=O)OCC)c1C was read as MEKK2 mut-MEK5 -4, MEKK2 WT-MEK5 100, PfM18AAP inh -8, MEKK3 PB1 HTS 96, NALP1 inh 11, SUMO HTRF inh -25, IDE cell inh -2, p-CIP stab down 1 and IDE act 4.
For O=C(COc1ccc(S(=O)(=O)N2CCCC2)cc1Cl)Nc1ccc2c(c1)OCO2 the results were MEKK2 mut-MEK5 0, MEKK2 WT-MEK5 97, PfM18AAP inh -9, MEKK3 PB1 HTS 101, NALP1 inh 5, SUMO HTRF inh -18, IDE cell inh -3, p-CIP stab down 1 and IDE act 0.
Screening O=C(c1cc(-c2ccncc2)nc2ccc(Cl)cc12)N1CCN(C(=O)C2CCCO2)CC1 (stereo not given) returned MEKK2 mut-MEK5 15, MEKK2 WT-MEK5 106, PfM18AAP inh 7, MEKK3 PB1 HTS 105, NALP1 inh 35, SUMO HTRF inh 16, IDE cell inh 3, p-CIP stab down 4 and IDE act 2.
`N#CCC(=O)NCC1(c2ccccc2)CCCC1` gave MEKK2 mut-MEK5 4, MEKK2 WT-MEK5 100, PfM18AAP inh -9, MEKK3 PB1 HTS 101, NALP1 inh 23, SUMO HTRF inh -2, IDE cell inh 1, p-CIP stab down -5 and IDE act 2.
`COc1c(Cl)cc(Cl)cc1C(=O)Nc1ccccc1N1CCN(C(C)=O)CC1` gave MEKK2 mut-MEK5 12, MEKK2 WT-MEK5 106, PfM18AAP inh -14, MEKK3 PB1 HTS 104, IDE cell inh 1 and IDE act 2.
Screening COc1ccccc1N1CCN(C(=O)CSc2ncnc3c2cnn3-c2ccc(C)c(C)c2)CC1 returned MEKK2 mut-MEK5 -9, MEKK2 WT-MEK5 89, PfM18AAP inh -6, MEKK3 PB1 HTS 82, SUMO HTRF inh 8, IDE cell inh -1 and p-CIP stab down 0.
Screening CCc1cccc(N(C(=O)c2csnn2)C(C(=O)NC2CCCCC2)c2ccncc2)c1 (stereo not given) returned MEKK2 mut-MEK5 6, MEKK2 WT-MEK5 103, PfM18AAP inh -3, MEKK3 PB1 HTS 100, NALP1 inh -16, SUMO HTRF inh -11, IDE cell inh 8, p-CIP stab down -22 and IDE act -4.
For O=C1CC(C2CCCO2)C(=O)N1Cc1ccccc1 (stereo not given) the results were MEKK2 mut-MEK5 21, MEKK2 WT-MEK5 106, PfM18AAP inh 5, MEKK3 PB1 HTS 106, NALP1 inh 10, SUMO HTRF inh -17, IDE cell inh 0, p-CIP stab down -8 and IDE act 0.
`CCC(C)C(NC(=O)OC(C)(C)C)C(=O)NC(C(=O)NC(C)C(N)=O)C(C)C` (stereo not given) gave MEKK2 mut-MEK5 -3, MEKK2 WT-MEK5 94, PfM18AAP inh 3, MEKK3 PB1 HTS 100, NALP1 inh 2, SUMO HTRF inh -7, IDE cell inh 2, p-CIP stab down -12 and IDE act 2.
CC(=O)Nc1ccc2c(c1)OCCOCCOc1cc(NC(C)=O)ccc1OCCO2 was read as MEKK2 mut-MEK5 -5, MEKK2 WT-MEK5 109, PfM18AAP inh 2, MEKK3 PB1 HTS 89, NALP1 inh -5, SUMO HTRF inh 13, IDE cell inh 11, p-CIP stab down 0 and IDE act 10.
COc1ccc(CCNC(=O)C(=O)NCC2OCCN2S(=O)(=O)c2cc(F)ccc2F)cc1OC (stereo not given) was read as MEKK2 mut-MEK5 -1, MEKK2 WT-MEK5 96, PfM18AAP inh -2, MEKK3 PB1 HTS 102, NALP1 inh 11, SUMO HTRF inh 21, IDE cell inh 6, p-CIP stab down -3 and IDE act 2.
`CC(C)(C)C1CCC(=NNC(=O)CN(c2ccccc2)S(C)(=O)=O)CC1` (stereo not given) gave MEKK2 mut-MEK5 -2, MEKK2 WT-MEK5 97, PfM18AAP inh -11, MEKK3 PB1 HTS 96, NALP1 inh 2, SUMO HTRF inh -11, IDE cell inh -7, p-CIP stab down -18 and IDE act 0.
`NC(=S)Nc1ccccc1Br` gave MEKK2 mut-MEK5 -13, MEKK2 WT-MEK5 92, PfM18AAP inh -10, MEKK3 PB1 HTS 91, NALP1 inh 16, SUMO HTRF inh 1, IDE cell inh 10, p-CIP stab down -1 and IDE act 5.
Screening CCc1ccc[n+](-c2nc([O-])sc2C=O)c1 returned MEKK2 mut-MEK5 -2, MEKK2 WT-MEK5 104, PfM18AAP inh 2, MEKK3 PB1 HTS 104, NALP1 inh -6, SUMO HTRF inh -1, IDE cell inh 6, p-CIP stab down 1 and IDE act 4.
COc1ccc(CS(=O)(=O)c2nc(C)cc(C)c2S(C)(=O)=O)cc1 was read as MEKK2 mut-MEK5 -11, MEKK2 WT-MEK5 91, PfM18AAP inh -4, MEKK3 PB1 HTS 95, NALP1 inh -2, SUMO HTRF inh 11, IDE cell inh 2, p-CIP stab down -14 and IDE act 1.
N#Cc1ccc(C23CC4CC(CC(C4)C2)C3)[nH]c1=O was read as MEKK2 mut-MEK5 -6, MEKK2 WT-MEK5 97, PfM18AAP inh 1, MEKK3 PB1 HTS 104, NALP1 inh 11, SUMO HTRF inh 24, IDE cell inh 11, p-CIP stab down -3 and IDE act 6.
Screening CC(C)C(O)(C#CCN1CCCCC1)c1ccccc1 (stereo not given) returned MEKK2 mut-MEK5 4, MEKK2 WT-MEK5 103, PfM18AAP inh 5, MEKK3 PB1 HTS 106, NALP1 inh 6, SUMO HTRF inh -14, IDE cell inh 2, p-CIP stab down -1 and IDE act -1.
For COc1ccccc1NC(=O)CN1CCN(c2ccccc2OC)CC1 the results were MEKK2 mut-MEK5 8, MEKK2 WT-MEK5 105, PfM18AAP inh 5, MEKK3 PB1 HTS 105, NALP1 inh -2, SUMO HTRF inh 19, IDE cell inh 0, p-CIP stab down -4 and IDE act 1.
For CCn1cc(C(=O)NC(=S)Nc2cccc(O)c2)cn1 the results were MEKK2 mut-MEK5 -7, MEKK2 WT-MEK5 97, PfM18AAP inh -11, MEKK3 PB1 HTS 98, NALP1 inh -3, SUMO HTRF inh -4, IDE cell inh 1, p-CIP stab down 13 and IDE act -5.
For O=C(O)c1ccc(-n2nnnc2SCc2ccccc2Br)cc1 the results were MEKK2 mut-MEK5 0, MEKK2 WT-MEK5 100, PfM18AAP inh -5, MEKK3 PB1 HTS 99, NALP1 inh 29, SUMO HTRF inh 18, IDE cell inh -5, p-CIP stab down -1 and IDE act 3.
For CCN1CCN(/C=N/c2nc(C)cs2)CC1 the results were MEKK2 mut-MEK5 -18, MEKK2 WT-MEK5 -2.0*[inhibitor], PfM18AAP inh -9, MEKK3 PB1 HTS 2.0*[inhibitor], NALP1 inh 6, SUMO HTRF inh 14, IDE cell inh -3, p-CIP stab down -2 and IDE act 1.
For O=C(O)CN(Cc1ccccc1)S(=O)(=O)c1ccc(F)cc1 the results were MEKK2 mut-MEK5 2, MEKK2 WT-MEK5 96, PfM18AAP inh -2, MEKK3 PB1 HTS 98, NALP1 inh 9, SUMO HTRF inh -1, IDE cell inh 1, p-CIP stab down 4 and IDE act 1.

Of the compounds above, these have a Cl atom:
Screening O=C(CCCn1c(=O)c2cccn2c2cccnc21)NCCc1ccc(Cl)cc1 returned MEKK2 mut-MEK5 2, MEKK2 WT-MEK5 101, PfM18AAP inh 3, MEKK3 PB1 HTS 103, NALP1 inh 1, SUMO HTRF inh 11, IDE cell inh 0, p-CIP stab down -10 and IDE act -1.
Screening C=CCN1C(=O)C(Cc2cccc(Cl)c2)SC1=Nc1ccc(C(=O)O)cc1 (stereo not given) returned MEKK2 mut-MEK5 -3, MEKK2 WT-MEK5 95, PfM18AAP inh 6, MEKK3 PB1 HTS 101, NALP1 inh 6, SUMO HTRF inh -7, IDE cell inh 1, p-CIP stab down 3 and IDE act 1.
For O=C(COc1ccc(S(=O)(=O)N2CCCC2)cc1Cl)Nc1ccc2c(c1)OCO2 the results were MEKK2 mut-MEK5 0, MEKK2 WT-MEK5 97, PfM18AAP inh -9, MEKK3 PB1 HTS 101, NALP1 inh 5, SUMO HTRF inh -18, IDE cell inh -3, p-CIP stab down 1 and IDE act 0.
Screening O=C(c1cc(-c2ccncc2)nc2ccc(Cl)cc12)N1CCN(C(=O)C2CCCO2)CC1 (stereo not given) returned MEKK2 mut-MEK5 15, MEKK2 WT-MEK5 106, PfM18AAP inh 7, MEKK3 PB1 HTS 105, NALP1 inh 35, SUMO HTRF inh 16, IDE cell inh 3, p-CIP stab down 4 and IDE act 2.
`COc1c(Cl)cc(Cl)cc1C(=O)Nc1ccccc1N1CCN(C(C)=O)CC1` gave MEKK2 mut-MEK5 12, MEKK2 WT-MEK5 106, PfM18AAP inh -14, MEKK3 PB1 HTS 104, IDE cell inh 1 and IDE act 2.

Not all compounds are listed; rates above refer to the full screens.
